CHOP UPR activ – apoptotic UPR (CHOP) activation; CHO-CHOP luciferase reporter, luminescence; percent of tunicamycin response over DMSO baseline; activation, % at 10 µM; 330,000 compounds, 0.34% hits;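 active means at 10 µM dose, activation of 40% or more, normalized to positive control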;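 further: 100% = tunicamycin at 10 µg/mL and 0% = DMSO alone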
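Test system: CHO-CHOP cells, stable luciferase reporter of PERK-eIF2a-CHOP signalling | Quantity: 500 CHO-CHOP cells per well | Buffer or medium: F12 plus 10% serum | Compound dosing: 10 µM single point, 0.5% DMSO | Schedule: 6 h compound treatment, 37 °C | Signal: Luciferase luminescence | Control set: Tunicamycin high control, DMSO low control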
Mdm2-MdmX inh – inhibitors of human Mdm2/MdmX interaction; SaOS-2 split-luciferase Mdm2/MdmX complementation, luminescence; 330,000 compounds, 3% hits; O15151+Q00987; inhibition, % at 8 µM;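 active means inhibition of at least 50% at 8 µM in the primary screen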
Target sequence (O15151 whole entry, looked up): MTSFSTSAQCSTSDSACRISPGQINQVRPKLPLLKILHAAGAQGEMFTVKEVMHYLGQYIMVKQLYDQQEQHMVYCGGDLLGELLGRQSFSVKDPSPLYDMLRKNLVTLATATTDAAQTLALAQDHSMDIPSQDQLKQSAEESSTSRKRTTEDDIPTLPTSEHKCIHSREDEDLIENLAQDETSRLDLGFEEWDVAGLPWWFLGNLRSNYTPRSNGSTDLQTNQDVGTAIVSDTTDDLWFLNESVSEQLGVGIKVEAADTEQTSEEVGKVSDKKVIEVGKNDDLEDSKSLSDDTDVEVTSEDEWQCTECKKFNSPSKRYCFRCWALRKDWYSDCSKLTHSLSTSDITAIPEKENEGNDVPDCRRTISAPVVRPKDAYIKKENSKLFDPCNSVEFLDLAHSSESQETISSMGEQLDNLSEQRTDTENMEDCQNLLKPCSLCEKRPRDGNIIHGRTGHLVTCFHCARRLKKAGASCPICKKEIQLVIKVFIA
Target sequence (Q00987 whole entry, looked up): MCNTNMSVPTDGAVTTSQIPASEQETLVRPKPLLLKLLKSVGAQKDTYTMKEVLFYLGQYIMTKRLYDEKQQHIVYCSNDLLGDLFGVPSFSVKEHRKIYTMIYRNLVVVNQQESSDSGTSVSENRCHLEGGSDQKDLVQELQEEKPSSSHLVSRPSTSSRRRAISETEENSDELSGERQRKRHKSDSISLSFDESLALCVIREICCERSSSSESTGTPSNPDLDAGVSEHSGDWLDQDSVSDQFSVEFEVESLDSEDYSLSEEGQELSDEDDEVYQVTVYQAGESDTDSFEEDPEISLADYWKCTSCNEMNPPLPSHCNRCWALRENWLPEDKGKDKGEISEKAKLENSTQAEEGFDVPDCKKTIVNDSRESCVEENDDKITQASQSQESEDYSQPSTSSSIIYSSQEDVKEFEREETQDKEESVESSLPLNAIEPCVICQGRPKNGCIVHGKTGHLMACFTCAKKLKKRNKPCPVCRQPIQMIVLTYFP
APJ agonist – activates the human apelin receptor APJ. P35414. CHO-K1 APJ PathHunter beta-arrestin, luminescence; 0% DMSO wells, 100% apelin. activation, % at 20 µM. 330,000 compounds, 0.11% hits;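 active means activation more than six SD over the plate average, tested at 20 µM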;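 further: 0% = DMSO alone and 100% = apelin-13 at 10 nM; some results filed as inactive read as strong as hits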
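Incubation: overnight seeding, 90 min compound at 25 °C, 1 h detection; test system: PathHunter CHO-K1 APJ (AGTRL-1) beta-arrestin reporter cells; amount: 1000 cells/well; doses: one dose, 20 µM compound, 1% DMSO; measured by: beta-gal luminescence; measure: agonist-driven arrestin binding to APJ; benchmarks: negative DMSO alone, positive Apelin-13 at 10 nM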
APJ antagonist – APJ receptor antagonism; AID 2521; 330,000 compounds, 0.32% hits; P35414; CHO-K1 APJ beta-arrestin complementation, luminescence; inhibition, % at 20 µM;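 active means inhibition above about 40% at 20 µM, limit read from the data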;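 further: cells challenged with 10 nM apelin-13 agonist together with compound; plate controls were apelin-13 plus DMSO wells for no effect and DMSO wells lacking apelin-13 for full effect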
Jurkat NFkB inh – lowers PMA/ionomycin-induced NF-kB signal in Jurkat cells; PMA/ionomycin-induced NF-kB luciferase reporter, luminescence; inhibition, % at 4 µM; 330,000 compounds, 0.53% hits; AID 435003; in the data active means inhibition above about 50%
697 NFkB inh – lowers PMA/ionomycin-induced NF-kB signal in 697 B cells; 697 B-cell NF-kB luciferase reporter, 16 h; inhibition, % at 4 µM; 330,000 compounds, 0.33% hits; in the data active means inhibition above about 35%
tim23-1 inh – tim23-1 yeast growth inhibition; inhibition, % at 20 µM; S. cerevisiae tim23-1 growth, BacTiter-Glo luminescence, 24 h; 330,000 compounds, 1.3% hits;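 active means growth inhibition of the mutant yeast at or above 50%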;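 further: temperature-sensitive mutant grown at 25 °C; plate controls were DMSO-treated mutant yeast for no effect and medium wells lacking yeast for full effect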
UPR XBP1 act – adaptive UPR (XBP1) activation | CHO-XBP1 luciferase reporter, IRE1-XBP1 UPR activation, luminescence; percent of tunicamycin response, DMSO as zero | activation, % at 20 µM | 330,000 compounds, 0.33% hits | AID 463104;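 active means versus positive control, 20 µM dose yields 30% or more activation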;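 further: 100% = tunicamycin at 10 µg/mL and 0% = DMSO only wells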
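Material: CHO-XBP1 cells stably carrying IRE1-XBP1-driven luciferase reporter | Medium: F12 with 10% serum | Compound dosing: 20 µM single concentration, DMSO 1% | Incubation: Overnight seeding at 37 °C, 6 h compound treatment at 37 °C | Detection: Steady-Glo luminescence read | Read-out basis: % activation of reporter signal versus tunicamycin and DMSO controls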
* = called active by the depositor.

SMILES | CHOP UPR activ | Mdm2-MdmX inh | APJ agonist | APJ antagonist | Jurkat NFkB inh | 697 NFkB inh | tim23-1 inh | UPR XBP1 act
CCOC(=O)Cn1nc(/C=C/c2ccc(OC)cc2)ccc1=O | 0.1 | 16 | 1 | -3 | 9 | 8 | 20 | 2
CC(C)Oc1ccc(CCC(=O)NNC(=S)NCc2ccccc2)cc1 | 0.1 | -13 | -1 | -16 | 2 | 9 | -2 | -3
CC1(C)CC(=O)C2=C(C1)NC(Nc1nc3ccccc3o1)=NC21CCCC1 | 3.4 | 9 | -1 | -8 | 4 | 19 | 8 | 13
O=C(Nn1cnc2ccccc2c1=O)c1ccccc1F | 3.4 | 6 | -1 | 16 | 2 | -14 | 9 | -2
CCOC(=O)c1c(NC(=O)c2nn(CC)cc2Br)sc(C)c1C | -0.3 | 7 | -5 | -6 | -2 | 16 | 14 | 8
C[C@@H]1C[C@H](O)c2cc(Cl)ccc2N1 | 1.4 | 16 | 1 | 12 | 17 | 4 | 0 | 0
COc1ccccc1NC(=O)CSc1nc2n[nH]c(C)c2c(=N)n1-c1ccccc1Cl | 1.1 | 68* | 6 | -4 | 11 | 11 | 32 | 26
COc1cccc(C(=O)/C=C/Nc2ccc(S(=O)(=O)Nc3cccc(C(C)=O)c3)cc2)c1 | 9.8 | 1 | 1 | -10 | 10 | -12 | 2 | 4
NS(=O)(=O)c1cccc(NC(=S)NCc2ccc3c(c2)OCO3)c1 | -1.1 | 22 | -2 | -6 | -14 | 2 | 0 | 0
COc1cc(/C=c2\s/c(=C\C(=O)C(C)(C)C)[nH]c2=O)cc(OC)c1OC | -0.5 | 18 | -2 | 1 | 3 | 26 | 25 | 7
Cc1ccnc(NC(=O)c2cccc(NC(=O)COc3ccccc3)c2)c1 | 1.7 | -4 | -1 | 15 | -11 | -45 | 17 | 0
Nn1c(-c2ccccc2)nc2cc(Cl)ccc2c1=O | 3.4 | -2 | -1 | -8 | 10 | 10 | 19 | -2
Clc1ccccc1-c1nc2ccccc2c2nncn12 | 0.2 | 1 | -1 | -3 | 12 | 0 | 23 | 1
CC(C)c1ccc(OC(=O)c2cccc(S(=O)(=O)N3CCN(C)CC3)c2)cc1 | -0.1 | 12 | 4 | 4 | -14 | -4 | 31 | -4
COc1ccc(CCN(C)C(=S)Nc2cccc(C)c2)cc1OC | 1.0 | 0 | 0 | 15 | 8 | 0 | 7 | -5
COc1cc2c(cc1OC)C(C)N(C(=O)CCN1C(=O)C3C4C=CC(C4)C3C1=O)CC2 (centres undefined) | 0.0 | 13 | -2 | 15 | 4 | -1 | -8 | -2
Cc1cccc(NC(=S)N2CCN(S(=O)(=O)c3ccc(F)cc3)CC2)c1 | 1.7 | 22 | 2 | 7 | 2 | 1 | 6 | -7
Cc1ccc(OCCCCn2cnc3ccccc32)cc1 | 0.9 | -36 | -4 | 3 | 4 | -51 | 12 | -2
CCOC(=O)[C@H](O)[C@@H](O)c1cccc([C@H](O)[C@@H](O)C(=O)OCC)c1 | -0.3 | -24 | 2 | 4 | -10 | -21 | 3 | 0
Cc1nc(Nc2ccccc2)c2oc3ccc(Cl)cc3c2n1 | 6.2 | -4 | 0 | 1 | -42 | -27 | 12 | 11
Cc1cc(NC(=O)c2ccccc2)sc1C | 5.2 | -239 | 1 | 9 | -133 | -153 | 44 | 1
CCCN(C(=O)c1ccc2c(SCC(=O)O)c3c(nc2c1)CCC3)c1cccc(C)c1 | -1.0 | 23 | -2 | 3 | 2 | -1 | 9 | -3
Cc1cccc(N2CCN(C(=O)CCN3C(=S)NC(C)(C)CC3C)CC2)c1C (centres undefined) | 0.0 | -28 | -1 | 6 | 9 | -6 | -2 | -2
CS(=O)(=O)N1CCC(C(=O)Nc2ccc(Cl)c(Cl)c2)CC1 | 1.1 | -37 | -4 | -2 | 4 | 3 | 20 | -2
COc1cc(C(=O)COC(=O)C2CC2(Cl)Cl)cc(OC)c1OC (centres undefined) | -0.3 | -3 | -3 | 6 | 4 | 7 | 16 | 0

Overlap with the part before: 3 entries; new compounds follow.
SMILES | CHOP UPR activ | Mdm2-MdmX inh | APJ agonist | APJ antagonist | Jurkat NFkB inh | 697 NFkB inh | tim23-1 inh | UPR XBP1 act
Cc1cccc(N2CCN(C(=O)CCN3C(=S)NC(C)(C)CC3C)CC2)c1C (centres undefined) | 0.0 | -28 | -1 | 6 | 9 | -6 | -2 | -2
CS(=O)(=O)N1CCC(C(=O)Nc2ccc(Cl)c(Cl)c2)CC1 | 1.1 | -37 | -4 | -2 | 4 | 3 | 20 | -2
COc1cc(C(=O)COC(=O)C2CC2(Cl)Cl)cc(OC)c1OC (centres undefined) | -0.3 | -3 | -3 | 6 | 4 | 7 | 16 | 0
Cn1cccc1C(=O)OCC(=O)N1CCN(c2ccccc2)CC1 | 2.7 | 6 | -7 | 9 | -3 | 13 | -10 | -1
O=c1ccc2ccc(OCc3nnc(-c4ccccc4Br)o3)cc2o1 | 1.4 | 5 | 0 | 2 | 4 | -17 | 10 | 4
CCn1c(=S)ccc2ccc(OC)cc21 | 0.2 | 17 | -3 | 21 | -15 | 3 | 7 | -1
Nc1ccccc1C(=O)NC12CC3CC(CC(C3)C1)C2 | 0.4 | 12 | -1 | 10 | -17 | -7 | 26 | 0
O=C(CSc1nnc(-c2ccncc2)o1)c1ccc2c(c1)OCCO2 | -1.1 | 25 | -2 | -7 | 10 | 17 | 2 | -4
O=C(NCCc1ccco1)c1ccc(OCc2cn3ccccc3n2)cc1 | 1.2 | -9 | -1 | 12 | -15 | -13 | 0 | -2
CCn1c(SCC(=O)Nc2ccc(N3CCOCC3)c(Cl)c2)nnc1-c1ccc(N)cc1 | -0.6 | 11 | -2 | 12 | -6 | -9 | -11 | 3
Cc1cc(Oc2ccccc2)nc(SCC(=O)Nc2ccc(Cl)cc2Cl)n1 | -1.2 | -25 | -3 | -16 | 2 | -17 | 34 | -2
CCCCn1nnnc1NCc1cccnc1 | -1.1 | 14 | -7 | -13 | -17 | 10 | -4 | -2
C[C@]12c3[nH]c4ccccc4c3CCN1C(=O)C(CC(=O)NCc1cccc(C(F)(F)F)c1)C[C@@H]2C(=O)N1CCOCC1 (some centres undefined) | 3.4 | 14 | -3 | -12 | -5 | 9 | -10 | -4
CCC(CC)C(=O)NCc1cccnc1 | 0.5 | 1 | -4 | -1 | 0 | 8 | 11 | -1
CCOc1ccc(S(=O)(=O)NCCC(=O)Nc2ccncc2)cc1 | 0.5 | -36 | 2 | -8 | 5 | 23 | 2 | -2
O=C(CCc1c[nH]c2ccccc12)NCCc1ccc(Cl)cc1 | 1.6 | 9 | -2 | -9 | 17 | -29 | 26 | -3
O=C(C1=C[C@H](C2CC2)C[C@H](OCCCCO)O1)N1CCOCC1 | -0.3 | 3 | -6 | -2 | 2 | 11 | 0 | 0
Cc1cc(C)cc(OC(=O)N2CCOCC2)c1 | 0.5 | -1 | -1 | 11 | 3 | 13 | 1 | -4
O=C(COC(=O)C1(c2ccccc2F)CCCC1)N1CCc2ccccc21 | -0.2 | 29 | 3 | 3 | 10 | 30 | 2 | 3
NC(=O)c1ccsc1NC(=O)COC(=O)c1nc(Cl)ccc1Cl | -0.8 | 19 | 2 | 5 | 1 | -10 | 16 | -1
Cc1ccc(NC(=O)c2sc3ncn(CC(=O)N4CCN(c5ccccn5)CC4)c(=O)c3c2C)cc1F | 1.5 | -9 | 5 | -6 | 13 | -15 | -3 | -6
CC(=O)c1ccccc1NS(=O)(=O)c1cccc2nsnc12 | 0.4 | 19 | -1 | -3 | 5 | 8 | 27 | 1
O=C(CCn1cnc2ccccc21)N=Nc1c(O)[nH]c2ccccc12 | 0.8 | -7 | 0 | 3 | 12 | 11 | 10 | 1
COc1ccc(-n2nc(C(=O)NCC(=O)N3CCN(c4ccccn4)CC3)c3ccccc3c2=O)c(OC)c1 | 2.4 | 1 | -4 | 11 | -31 | -37 | 14 | 0
Cc1nc2ccc(C(=O)N/N=C/c3cc([N+](=O)[O-])ccc3O)cc2[nH]1 | -0.6 | 0 | -3 | 20 | 21 | 7 | -22 | -4
O=C(COC(=O)c1ccccc1)NC12CC3CC(CC(C3)C1)C2 | -0.2 | 12 | -5 | 3 | -6 | 16 | 37 | -4
COc1cccc(C(Nc2ccccn2)c2oc(CO)cc(=O)c2O)c1 (centres undefined) | 0.8 | 21 | -5 | -2 | 3 | 3 | 14 | -5
CC1CCCN(CCCN2C(=O)C3C(C(=O)Nc4cccc(Cl)c4)C4C=CC3(O4)C2C(=O)NC2CCCCC2)C1 (centres undefined) | 0.0 | 16 | -2 | 20 | 0 | -8 | 12 | 1

By substructure: the entries above containing an aryl thioether with sulfur outside any ring.
SMILES | CHOP UPR activ | Mdm2-MdmX inh | APJ agonist | APJ antagonist | Jurkat NFkB inh | 697 NFkB inh | tim23-1 inh | UPR XBP1 act
COc1ccccc1NC(=O)CSc1nc2n[nH]c(C)c2c(=N)n1-c1ccccc1Cl | 1.1 | 68* | 6 | -4 | 11 | 11 | 32 | 26
CCCN(C(=O)c1ccc2c(SCC(=O)O)c3c(nc2c1)CCC3)c1cccc(C)c1 | -1.0 | 23 | -2 | 3 | 2 | -1 | 9 | -3
O=C(CSc1nnc(-c2ccncc2)o1)c1ccc2c(c1)OCCO2 | -1.1 | 25 | -2 | -7 | 10 | 17 | 2 | -4
CCn1c(SCC(=O)Nc2ccc(N3CCOCC3)c(Cl)c2)nnc1-c1ccc(N)cc1 | -0.6 | 11 | -2 | 12 | -6 | -9 | -11 | 3
Cc1cc(Oc2ccccc2)nc(SCC(=O)Nc2ccc(Cl)cc2Cl)n1 | -1.2 | -25 | -3 | -16 | 2 | -17 | 34 | -2

Next part.
SMILES | CHOP UPR activ | Mdm2-MdmX inh | APJ agonist | APJ antagonist | Jurkat NFkB inh | 697 NFkB inh | tim23-1 inh | UPR XBP1 act
O=C(NNS(=O)(=O)c1ccccc1[N+](=O)[O-])c1cccc(Br)c1 | -1.4 | 18 | -1 | -6 | -3 | 15 | -3 | -5
Cc1ccc(-c2cc(-c3ccccc3)c(C#N)c(N)n2)o1 | 1.6 | 15 | -6 | 0 | 2 | 10 | 19 | -1
CNS(=O)(=O)c1ccc(OC)c(-c2nnc3c4ccccc4c(C)nn23)c1 | 0.3 | 15 | -2 | -18 | 10 | -4 | -1 | 8
Cc1ccc(/C=N/NC(=O)c2ccco2)s1 | 5.6 | 6 | -1 | -14 | -48 | -27 | -11 | 4
COc1ccccc1C(=O)NNC(=O)C(=O)Nc1cccc(Cl)c1C | -0.8 | 35 | -5 | -9 | 2 | 19 | -37 | 3
COc1ccccc1NS(=O)(=O)c1cccc(C(=O)N2CCCCCC2)c1 | -0.5 | -5 | -3 | -61 | 0 | -22 | 14 | -3
Cc1ccc(Cl)cc1NC(=O)Cn1cc2c(n1)CCCC2 | -1.1 | 5 | -3 | -1 | 1 | 3 | 12 | -4
Cc1cc(=O)n2[nH]c(-c3ccc(Cl)cc3)cc2n1 | 5.7 | -16 | -3 | -16 | -32 | -43 | -12 | 4
Cn1c(SCC(=O)NNC(=S)Nc2ccccc2)nnc1-c1ccccc1 | -0.1 | -11 | 1 | 32 | 13 | 7 | -2 | 1
O=S(=O)(NCc1ccccc1Br)c1ccccc1Br | 3.2 | 14 | -1 | 15 | -18 | -8 | 40 | -2
COc1ccc(C(=O)NC(=S)NCc2ccco2)cc1 | 0.5 | 13 | -4 | -2 | -1 | -30 | 26 | -1
O=C(NCc1cccnc1)Nc1cccc(NC(=O)NCc2cccnc2)c1F | -1.0 | 28 | -1 | -16 | -3 | 16 | -9 | -1
COc1cc(/C=C/C(=O)c2ccc3c(c2)OCO3)cc(Cl)c1O | 3.2 | 24 | -4 | 22 | -1 | 5 | 38 | -1
